# Screening data: PubChem, several laboratories
# rCAG binder = r(CAG) repeat RNA binding; 1.3% of 370,000 active; inhibition, % at 3 µM; AID 651821; TO-PRO-1 dye displacement fluorescence;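 active = inhibition above the plate cutoff, the mean of all test compounds on that plate plus 3 SD, cut at about 35% in these data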;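 note: 0% = DMSO alone and 100% = 100 µM mitoxantrone as full dye displacement; higher means more dye released from RNA so lower well fluorescence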
# GC-B act = GC-B (human) receptor activation; 0.11% of 370,000 active; HEK293-GC-B cells, CNP EC30, cGMP TR-FRET; 0% at EC30 CNP, 100% saturating CNP; activation, % at 10 µM;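 active = activation at 10 µM reaching about 35% in either raw or pattern-adjusted values, limit read from the data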
# Target sequence (P20594 whole entry, looked up): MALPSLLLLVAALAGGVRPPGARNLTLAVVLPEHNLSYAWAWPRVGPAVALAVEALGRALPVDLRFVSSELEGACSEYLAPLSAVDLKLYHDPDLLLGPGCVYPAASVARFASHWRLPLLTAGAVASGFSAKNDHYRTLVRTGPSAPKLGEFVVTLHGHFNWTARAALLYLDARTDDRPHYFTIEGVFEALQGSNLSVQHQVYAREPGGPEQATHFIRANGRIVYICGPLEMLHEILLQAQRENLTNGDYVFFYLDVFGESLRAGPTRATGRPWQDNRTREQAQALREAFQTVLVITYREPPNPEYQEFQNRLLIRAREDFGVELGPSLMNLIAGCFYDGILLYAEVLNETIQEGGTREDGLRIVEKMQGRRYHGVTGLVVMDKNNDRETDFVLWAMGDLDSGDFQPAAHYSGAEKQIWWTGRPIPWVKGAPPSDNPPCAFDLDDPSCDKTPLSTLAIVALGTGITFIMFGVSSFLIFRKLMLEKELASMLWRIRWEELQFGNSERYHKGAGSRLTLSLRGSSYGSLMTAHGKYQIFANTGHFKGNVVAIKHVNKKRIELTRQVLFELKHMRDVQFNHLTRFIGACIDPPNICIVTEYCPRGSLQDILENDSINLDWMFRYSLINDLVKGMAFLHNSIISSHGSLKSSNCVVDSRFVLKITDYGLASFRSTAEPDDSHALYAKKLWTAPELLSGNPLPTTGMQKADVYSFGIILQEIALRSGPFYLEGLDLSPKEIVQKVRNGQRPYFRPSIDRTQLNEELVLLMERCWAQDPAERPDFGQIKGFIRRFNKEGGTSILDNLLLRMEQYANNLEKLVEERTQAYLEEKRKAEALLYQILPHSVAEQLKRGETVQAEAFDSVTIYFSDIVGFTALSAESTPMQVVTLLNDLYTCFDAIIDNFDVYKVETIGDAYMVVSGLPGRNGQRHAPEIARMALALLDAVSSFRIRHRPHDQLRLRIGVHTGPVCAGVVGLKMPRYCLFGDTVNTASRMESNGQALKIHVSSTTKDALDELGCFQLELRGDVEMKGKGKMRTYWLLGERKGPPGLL
# GC-A act = GC-A (human) enzyme activation. P16066. HEK293 GC-A cells, cGMP TR-FRET, EC30 ANP; 0% at EC30 ANP, 100% saturating ANP. activation, % at 10 µM. 0.14% of 370,000 active; in the data active = activation above about 40%
# ADAM10 inh = ADAM10 inhibition, QFRET primary screen | recombinant ADAM10, EDANS/DABCYL FRET peptide cleavage, 3 h | inhibition, % at 7 µM | O14672 | 0.62% of 370,000 active;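 active = inhibition above a per-campaign cutoff equal to the mean of compounds falling between control-based bounds plus 3 SD, cut at about 20% in these data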;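 note: 0% = DMSO wells while the 100% control is not disclosed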
# Tn6 DDE FP = DD(E)-Tn6 binding inhibition, primary FP screen; inhibition, % at 8.3 µM; P02675; AID 720509; Fibrin DD(E) TRITC-Tn6 fluorescence polarization displacement; 0.21% of 370,000 active;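 active = inhibition above a per-campaign cutoff: mean of compounds within control limits plus 3 SD, cut at about 15% in these data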;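 note: 0% = median of all compound wells on the plate and 100% = blocking peptide control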
# ASAP1 GAP inh = ASAP1 ArfGAP inhibition | 0.19% of 360,000 active | AID 624377 | ASAP1-stimulated ARF1 GTP hydrolysis, GDP FP detection | Q9ULH1 | inhibition, % at 16.5 µM; in the data active = inhibition above about 25%;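 note: 0% = vehicle with enzyme and substrate and 100% = no enzyme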
# ARFGAP1 inhibitor = inhibitors of rat ARFGAP1; AID 651572; Arfgap1-stimulated ARF1 GTP hydrolysis, GDP FP detection; inhibition, % at 16.5 µM; 0.26% of 360,000 active;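 active = inhibition above a per-plate limit, mean inhibition of low control wells plus 3 SD, cut at about 25% in these data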;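 note: 0% = DMSO wells with enzyme and 100% = wells lacking Arfgap1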
#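 Assay system: Rat Arfgap1 GAP domain (His6, aa 1-136), purified enzyme | Buffer or medium: HEPES 25 mM pH 7.5, NaCl 150 mM, MgCl2, DTT | Schedule: GTP hydrolysis reaction 2 h at 25 °C | Signal: FP of antibody-bound GDP Alexa 633 tracer, ex 620/em 688 nm | Measure: Percent inhibition of Arfgap1-stimulated GTP hydrolysis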
# FXN GAA850 act = increases GAA850 frataxin promoter reporter activity; activation, % at 6 µM; 0.56% of 360,000 active; AID 540364; HEK293 lucGAA850 FXN promoter luciferase reporter, 24 h; percent of 10 µM SAHA response;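 active = activation above the average of all compounds screened plus 3 SD, cutoff fixed separately per campaign, cut at about 7.5% in these data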;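 note: 0% = DMSO wells and 100% = 10 µM SAHA wells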
# KLK7 zymogen act = activators of human kallikrein-7 zymogen; P49862; 0.9% of 370,000 active; purified proKLK7, EDANS-DABCYL substrate fluorescence; 100% is mature enzyme control, 0% vehicle; activation, % at 7 µM; AID 652039;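 active = activation above the mean of all tested compounds plus 3 SD, computed per campaign excluding outliers beyond control limits, cut at about 13% in these data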
# HGIII-sPLA2 inh = Blocks human group III sPLA2 activity; 0.56% of 370,000 active; inhibition, % at 12.2 µM; Q9NZ20; QFRET BODIPY PC-A2 liposome hydrolysis, fluorescence;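 active = inhibition above mean plus 3 SD of compounds lying within the high and low control bounds, cut at about 19% in these data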;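 note: 0% = median of test compound wells and 100% = no enzyme DMSO wells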
# * = called active by the depositor; . = no result given.
SMILES,rCAG binder,GC-B act,GC-A act,ADAM10 inh,Tn6 DDE FP,ASAP1 GAP inh,ARFGAP1 inhibitor,FXN GAA850 act,KLK7 zymogen act,HGIII-sPLA2 inh
CC1CCc2nn(CC(=O)N3CCN(C(=O)c4ccco4)CC3)cc2C1 (stereo not drawn),2,-1,2,-12,7,2,-3,-0.3,0.9,1
CC(C)N(C(=O)Cn1cc(SCC(=O)NCc2ccco2)c2ccccc21)C(C)C,-6,4,2,3,5,8,5,-0.5,-0.5,0
CCOC(=O)c1sc(NC(=O)CN2C(=O)NC3(CC(C)CC(C)(C)C3)C2=O)c(C(=O)OCC)c1C (stereo not drawn),1,1,-2,-2,-1,-3,4,1.9,-0.5,4
C=CCn1cc(C(=O)NCc2ccco2)c(=O)c2cc(S(=O)(=O)N3CCCCCC3)ccc21,13,0,4,-2,2,-9,6,-0.4,-0.1,-15
CN(C)S(=O)(=O)n1cc(/C=C(\NC(=O)c2ccccc2)C(=O)NCCCN2CCOCC2)c2ccccc21,0,-6,4,2,14,4,-2,2.4,-0.1,-2
O=S(=O)(c1ccc(Cl)nc1)N1CCCC1,1,-1,5,-5,4,11,-14,0.5,-0.4,13
O=C1c2ccccc2C(=O)N1CCc1c(-c2[nH]c3ccccc3c2CCN2C(=O)c3ccccc3C2=O)[nH]c2ccccc12,5,0,-1,-14,-1,2,-6,1.9,-1.0,-4
Cc1c(O)nc(SCC(=O)Nc2cccc(C(F)(F)F)c2)n(-c2ccccc2)c1=O,16,-3,-2,0,2,-6,3,-0.3,0.3,8
COc1cc2oc(=O)ccc2c(OC)c1CC(O)C(C)(C)O (stereo not drawn),1,2,3,-118,-5,10,-3,0.3,1.6,4
CCOC(=O)NNC1CC(=O)N(c2ccccc2)C1=O (stereo not drawn),2,5,4,-2,-6,2,-1,3.1,-0.4,-8
COc1ccccc1-n1c(CNC(=O)c2ccco2)n[nH]c1=S,-1,6,0,-8,2,-2,-2,3.0,-0.5,7
CCOC(=O)c1cc(Cl)c2c(ccc3ccccc32)n1,2,-6,1,-31,4,-11,4,1.2,-12,2
Cc1nc2c(OCc3ccc(Cl)cc3)cccn2c1N(C)Cc1cccs1,4,4,1,-11,-10,-4,8,5.2,-0.3,-1
COC(OC)c1ccnc(-c2ccc(OC(=O)c3ccccc3)cc2)n1,-8,-6,4,4,6,1,15,0.6,-0.4,-8
COc1ccccc1C(=O)Nc1ccc(-c2nnn(CC(=O)NCc3ccco3)n2)cc1,5,-3,0,3,8,-5,-4,5.2,-0.2,-3
CCOc1ccc(-n2c(=O)[nH]cc(C(=O)Nc3ccc(OC)c(OC)c3)c2=O)cc1,5,-4,-3,1,2,4,13,-0.6,-0.3,-1
COc1ccc(NC(=O)c2ccc(CNc3c(N4CCCC4)c(=O)c3=O)cc2)cc1Cl,16,0,2,2,9,0,1,0.7,0.1,-4
COc1ccccc1NC(=O)CC(=O)CSc1nnc(-c2ccc(C)cc2)n1C,22,-7,-5,2,3,-5,2,-0.2,-0.5,-20
COc1ccc(NS(=O)(=O)c2csc(C(N)=O)c2)cc1OC,-1,1,-5,4,-2,-6,1,0.3,-0.1,9
N/C(=N\OC(=O)Cc1cccc2ccccc12)c1ccccn1,-4,-3,2,-2,5,6,1,2.2,-0.1,1
O=C1C2CC=CCC2C(=O)N1c1ccc(Cc2ccncc2)cc1 (stereo not drawn),2,6,0,-1,2,6,2,-0.6,-1.3,5
O=C1CC(c2cc3c(cc2Br)OCO3)C2=C(CCCC2=O)N1 (stereo not drawn),0,3,1,5,4,16,5,-0.7,-0.4,-3
Cc1cc2sc3nc(=O)n(-c4ccccc4)c(=O)n3c2cc1C,1,-2,1,-4,-2,-4,7,2.4,-0.1,-3
CCc1ccc(OCC(=O)NCCN(C)C)c(Br)c1,-2,-5,2,-9,3,0,-3,0.4,-0.2,0
CCN(CCO)c1ccc(N=Nc2cc(C)[nH]n2)cc1,-6,4,-3,2,3,-5,-6,-5.0,0.6,-2

# Later entries:
SMILES,rCAG binder,GC-B act,GC-A act,ADAM10 inh,Tn6 DDE FP,ASAP1 GAP inh,ARFGAP1 inhibitor,FXN GAA850 act,KLK7 zymogen act,HGIII-sPLA2 inh
CSCCC(NC(=O)c1ccccc1)C(=O)NCCc1ccccc1 (stereo not drawn),-4,2,0,0,13,4,-6,0.4,0.0,0
Cc1ccc(Nc2nc(-c3ccc(S(=O)(=O)N4CCOCC4)cc3)cs2)cc1Cl,10,-1,-3,-36,12,4,12,4.9,0.0,-7
C[C@@H]1CN([C@@H](C)CO)C(=O)CCCn2nncc2CO[C@H]1CN(C)C(=O)Nc1ccc(N2CCN(C)CC2)cc1,2,1,0,-19,-3,15,7,.,-0.2,10
Clc1ccc(-c2cc(C3CCNCC3)[nH]n2)cc1,1,-2,30,-3,4,-14,-9,2.3,0.0,-1
CCOC(=O)/C(N=Nc1c(Br)cc(Br)cc1Br)=C(\C)O,-5,-3,-9,-8,2,-4,2,1.7,-0.2,0
CCOC(=O)c1c(C)[nH]c(N=Nc2ccc(OC)cc2)c1C,2,4,5,11,-9,8,6,6.2,0.0,-2
COc1cc(Cl)c(C)cc1NC(=O)c1ccc(NS(=O)(=O)c2ccc(F)c(F)c2)cc1,4,-2,-5,3,-7,17,0,-0.8,0.3,1
CCOC(=O)/C(C#N)=N/Nc1ccc(S(=O)(=O)Nc2cc(OC)nc(OC)n2)cc1,18,-1,0,4,-6,4,3,1.4,0.3,-6
Cc1noc(C)c1NC(=O)N(C)C[C@H]1Oc2c(NC(=O)NC(C)C)cccc2C(=O)N([C@H](C)CO)C[C@@H]1C,-3,7,5,7,5,-8,3,-0.1,-0.1,5
CN(C)C(CNC(=O)CSc1nc2sc3c(c2c(=O)n1C)CCC3)c1ccccc1 (stereo not drawn),-8,1,-1,-13,0,5,3,-1.2,-0.2,2
CC(C)[C@H](NC(N)=O)C(=O)Nc1cccc(S(=O)(=O)N2CCOCC2)c1,-1,0,4,0,3,-2,0,-0.4,0.1,-1
CCn1c(=O)c([N+](=O)[O-])c(NCCc2ccc(OC)c(OC)c2)c2ccccc21,6,2,4,2,12,5,-9,0.2,-0.2,10
COC(=O)C[C@H]1C[C@@H]2c3cc(NS(=O)(=O)c4ccc(OC)cc4)ccc3O[C@@H]2[C@H](CO)O1,5,10,-2,-5,3,5,0,1.4,0.0,2
Cc1ccc(S(=O)(=O)NCCSc2nnnn2-c2ccccc2)cc1,-3,1,-3,3,6,-1,9,1.5,0.0,-4
COc1ccccc1C1c2[nH]c3ccccc3c2CCN1Cc1ccc(NC(C)=O)s1 (stereo not drawn),6,-9,6,-2,4,1,17,-3.6,1.2,-10
O=C(Nc1ccc(NC(=O)c2cccs2)cn1)c1ccccc1,0,0,5,-6,-6,17,5,3.4,0.7,5
CC(N=Cc1c(O)c2ccccc2oc1=O)C(=O)O (stereo not drawn),13,-2,3,3,1,-3,2,0.2,0.0,-3
C[C@H]1COc2cc(Br)ccc2S(=O)(=O)N1Cc1cn(Cc2ccco2)nn1,1,-1,-2,-7,-4,.,.,.,0.4,0
COc1ccc(OC)c(S(=O)(=O)N2CCCC(C(=O)NCc3cccnc3)C2)c1 (stereo not drawn),-1,-2,2,-6,3,-1,-9,0.6,0.1,3
Cc1cc(C)n(C(=O)CNC(=O)CCc2ccccc2)n1,-6,3,4,3,2,-6,15,-0.4,-0.1,6
Nn1c(CSc2ccccn2)nc2ccccc2c1=O,5,-2,-2,-16,0,5,-3,5.2,-0.4,5
O=C(CSc1ncn[nH]1)NCCCc1ccccc1,1,0,-4,6,4,2,-8,-0.9,-0.3,1
O=c1c(-c2ccccc2)nc2ccccc2n1C(c1ccccn1)c1nc2ccccc2[nH]1 (stereo not drawn),13,-3,-4,-313,-2,-12,-6,.,4.2,-4
CCSc1nnc(-c2ccc(C)cc2)c2ccccc12,-2,-1,-5,1,-1,-21,0,2.0,0.1,3
COC(=O)c1ccc(NC(=S)NC2c3ccccc3CC2O)cc1 (stereo not drawn),0,-5,2,2,-4,-6,-8,2.9,-0.8,-5

# (cont.)
SMILES,rCAG binder,GC-B act,GC-A act,ADAM10 inh,Tn6 DDE FP,ASAP1 GAP inh,ARFGAP1 inhibitor,FXN GAA850 act,KLK7 zymogen act,HGIII-sPLA2 inh
O=C(O)/C=C\C(=O)Nc1ccccc1F,0,-2,1,-3,8,-3,-6,2.2,0.1,1
COc1ccc2cc(CN(Cc3cccnc3)Cc3nnnn3Cc3ccccc3)c(=O)[nH]c2c1,-9,1,2,-18,5,-3,-6,.,0.7,-20
CC(C)(C)c1ccc(CC(=O)N2CCC2(C)C(=O)Nc2cccc3ccccc23)cc1 (stereo not drawn),1,-5,4,10,0,19,3,0.9,0.9,-8
OC(COCC1COc2ccccc2O1)CN1CCN(c2ccccc2F)CC1 (stereo not drawn),-7,-4,3,9,-4,-9,0,1.4,-0.3,-1
CCn1c(=O)cc(OCC(=O)N2CCN(c3ccc(F)cc3)CC2)c2ccccc21,-5,1,-2,-8,-5,7,1,-1.8,-0.1,0
Cc1ccc(-c2cc(C(=O)NCc3cnn(C)c3)c3cc(Br)ccc3n2)cc1,6,-2,7,7,0,-8,7,-2.7,0.4,6
O=C(COc1cccnc1[N+](=O)[O-])N1N=C(c2ccc(Cl)cc2)CC1c1ccco1 (stereo not drawn),0,-6,-8,-3,2,-1,2,0.6,-0.4,2
N#CCCn1cc(C(=O)Nc2ccc(C(=O)O)cc2)c(-c2ccc([N+](=O)[O-])cc2)n1,3,0,2,11,-11,-13,1,0.1,0.5,-1
COc1ccccc1C(=O)Nc1ccccc1C(=O)NCc1ccco1,-4,4,-1,2,-4,3,-7,-0.2,-0.2,-12
O=C1Nc2ccccc2Oc2cc([N+](=O)[O-])ccc21,9,4,0,-1,-10,-7,17,6.6,0.1,-3
CC(NC(=O)[C@@H](C)NC(=O)[C@@H]1Cc2ccccc2CN1C(=O)OC(C)(C)C)c1ccccc1 (stereo partly drawn),-6,3,0,-1,10,12,-11,0.1,0.5,-3
CC1(C)CC(NC(=O)c2ccccn2)CC(C)(C)N1O,5,3,-2,-8,-6,-2,8,-0.4,0.4,15
Cc1ccc([N+](=O)[O-])cc1NCC(=O)NN,5,1,4,-1,4,-2,-8,0.4,-0.3,3
COC(=O)c1cnc(Oc2c(Cl)cc(N)cc2Cl)cc1C(F)(F)F,-1,7,1,10,-5,2,5,0.1,-1.1,3
CN(C)CCNc1c(N)c(=O)oc2ccccc12,-3,-2,1,-7,-5,1,-4,1.9,0.4,-1
CC(C)N(C)S(=O)(=O)c1ccc(NC(=O)C2=COCCO2)cc1,3,-2,3,-3,10,-4,-1,4.1,0.0,-16

# Filtered by structure: the entries above containing a CF3 group
SMILES,rCAG binder,GC-B act,GC-A act,ADAM10 inh,Tn6 DDE FP,ASAP1 GAP inh,ARFGAP1 inhibitor,FXN GAA850 act,KLK7 zymogen act,HGIII-sPLA2 inh
Cc1c(O)nc(SCC(=O)Nc2cccc(C(F)(F)F)c2)n(-c2ccccc2)c1=O,16,-3,-2,0,2,-6,3,-0.3,0.3,8
COC(=O)c1cnc(Oc2c(Cl)cc(N)cc2Cl)cc1C(F)(F)F,-1,7,1,10,-5,2,5,0.1,-1.1,3
